Screens: PubChem BioAssay, National Center for Advancing Translational Sciences (NCATS)
IMPase Li inh: cell-permeable IMPase inhibitors with lithium potentiation; CHO-M1 cells, IP1 TR-FRET (IP-One), carbachol + lithium; Potency, µM (titrated, usually from 59.4 µM), for the others: at the top dose activity, negative = IMPase inhibition, actives largely listed as inhibitors; 210,000 tested, 0.35% active; AID 1457;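 further: IP1 builds up when IMPase is blocked and the TR-FRET signal falls; plate controls were basal vehicle for no effect and high inhibitor control for full effect; nearly all actives have a fitted effect of over 50% in size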
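CHO cells stably expressing M1 receptor (2000/well, cultured 16–30 h) treated 30 min at 37C with compound plus low lithium. Cytosolic IP1 by TR-FRET (665/620 ratio and 620 channel) after 10 min lysis; AC50 by Hill fit.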
HTT ATP protect: cytoprotection in Huntington HTT-Q103 PC12 cell model; PC12 HTT-Q103 induced, cytoprotection, ATP luminescence, 40 h; Potency, µM (series often up to 56.4 µM), without a hit: cytoprotection (ATP increase), hits mostly activators; 230,000 tested, 0.14% active;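 further: % of control where 0% means no effect; nearly all actives have a fitted effect of over 45% in size; toxic huntingtin expression switched on by the ecdysone agonist tebufenozide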
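Huntington model: PC12 line, ecdysone-inducible HTTQ103 exon1–GFP, tebufenozide 100 nM. Test articles in a dose series. Endpoint luminescence from cellular ATP.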
GAA inhib: alpha-glucosidase (human) inhibition. P10253. purified human GAA, 4-MU-alpha-glucoside fluorescence. Potency, µM (titrated, usually from 76.9 µM), for inactives: top-dose activity change, negative = inhibition, hits mostly inhibitors. 200,000 tested, 0.005% active;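 further: plate controls were uninhibited enzyme wells for no effect and no-enzyme background for full effect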
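AC50 values come from Hill fits of compound titrations (up to 77 uM) against 4 nM human enzyme. Substrate 4-methylumbelliferyl-alpha-D-pyranoside at 400 uM, pH 5.0 citrate buffer, 20 min room temperature; fluorescence Ex 365/Em 440 after alkaline stop.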
GAA glycogen: alters human alpha-glucosidase cleavage of glycogen; P10253; 300,000 tested, 0.38% active; AID 2100; Potency, µM (top dose mostly 76.4 µM), for the others: at the top dose activity change, negative = inhibition, hits mostly inhibitors; recombinant GAA, glycogen substrate, Amplex Red glucose oxidase fluorescence;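 further: 0% = full enzyme reaction and -100% = no-enzyme basal signal; the screen sought inhibitors and activators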
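Natural-substrate format: glycogen cleavage by 4 nM human enzyme, glucose read by Amplex Red coupling (Ex 573, Em 610 nm). Normalized to enzyme and no-enzyme controls.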
RGS12 GoLoco inh: inhibitors of human Gai1-RGS12 GoLoco interaction (red fluorophore). 230,000 tested, 0.44% active. Gai1:RGS12 GoLoco peptide FP, rhodamine, 10 min. P63096. AID 880. Potency, µM (titrated, usually from 61.6 µM), for the others: at the highest dose activity, negative = inhibition, actives largely listed as inhibitors; active means well fitted inhibition curve with a large enough effect, not every such curve was filed as active; inactive means no such curve, though single readings can be large or run the other way; further: on the % scale 0 is the no-effect control and ±100 the full control effect; nearly all actives have a fitted effect of over 30% in size; many of its hits are not listed in these tables
Target sequence (P63096 whole entry, looked up): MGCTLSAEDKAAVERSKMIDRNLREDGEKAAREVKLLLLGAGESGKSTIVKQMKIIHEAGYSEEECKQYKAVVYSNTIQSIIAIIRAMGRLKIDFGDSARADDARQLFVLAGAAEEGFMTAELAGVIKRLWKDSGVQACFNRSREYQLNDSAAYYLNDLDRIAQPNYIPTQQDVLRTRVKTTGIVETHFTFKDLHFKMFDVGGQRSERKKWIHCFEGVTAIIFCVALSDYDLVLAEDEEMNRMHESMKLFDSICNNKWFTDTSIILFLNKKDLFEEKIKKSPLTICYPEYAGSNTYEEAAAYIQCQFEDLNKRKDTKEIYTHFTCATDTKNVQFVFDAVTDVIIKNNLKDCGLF
aGlu spleen mod: inhibits or activates alpha-glucosidase in human spleen homogenate | human spleen homogenate, 4-MU-alpha-glucoside fluorescence | Potency, µM (highest dose often 79.9 µM), for inactives: top-dose activity change, negative = inhibition, most hits filed as inhibitors | 240,000 tested, 0.006% active | AID 2112 | P10253;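 further: 0% = enzyme with vehicle and -100% = no enzyme basal signal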
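Human spleen homogenate (1 ug) incubated with compounds and 1 mM 4-methylumbelliferyl-alpha-D-glucopyranoside in pH 5.0 citrate/phosphate buffer, 37 C, 40 min. Stopped at pH 10; 4-MU fluorescence (Ex 365/Em 440 nm); AC50 by Hill fit.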
HTT aggregate: inhibitors of mutant huntingtin aggregate formation in PC12 cells; PC12 HttQ103-GFP aggregates, Acumen cytometry, 40 h; Potency, µM (series often up to 46.1 µM), for the others: at the top dose activity change, negative = inhibition, actives largely listed as inhibitors; 220,000 tested, 1.1% active; further: on the % scale 0 is the no-effect control and ±100 the full control effect; nearly all actives have a fitted effect of over 60% in size
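Huntingtin Q103 exon 1–GFP aggregates in induced PC12 cells (100 nM tebufenozide) were quantified by cytometry from lysates, with compounds dosed in titration.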
An asterisk follows results filed as active; u = inconclusive; x = no result given; & = joins results of further samples; [ ] = dose if it differs, or a comment. Unless noted, the call rests on the fitted dose curve; in most records, active means well fitted curve in the direction sought with a large enough effect; inconclusive means small, poorly fitted or top-dose-only effect, or another doubt; inactive means no such curve, though single readings can be large; an effect the other way counts as inactive or inconclusive. Potency means the concentration at half of the fitted maximal effect. Some of the compounds tested. The share of hits here may be higher or lower than overall.

entry	SMILES	HTT ATP protect	GAA glycogen	RGS12 GoLoco inh	GAA inhib	HTT aggregate	IMPase Li inh	aGlu spleen mod
1	O=S(=O)(c1ccc(Cl)cc1)N1CCCCC1c1cccnc1 (stereo unspecified)	-19%	2%	-4%	11%	-9%	-4%	4%
2	CCCCCCC(=O)N/N=C/c1c(O)n(CCCC)c(=S)[nH]c1=O	3%[10 µM]	-3%	43%[activator]	-20%	-5%[9.22 µM]	x	-4%
3	Cc1nc2cc(F)ccc2n1C1CCN(Cc2nnnn2CCc2ccccc2)CC1	23%[10 µM]	-5%	-2%	-3%	u	30%[activator][38.3 µM]	-12%
4	CN1[C@@H]2CC[C@H]1CC(OC(=O)N1Cc3ccccc3NC1=O)C2 (stereo partly specified)	9%	x	-1%	x	x	19%	-4%
5	c1ccc2c(c1)[nH]c1cnccc12	x	2%	5%&6%	-8%[15.4 µM]	-18%	-12%&7%	-3%&-2%
6	CCN(CC)CCNCC(=O)Nc1ccc(Cl)cc1C(=O)c1ccccc1	-8%	5%	-3%	-3%	-13%	39%[activator][38.3 µM]	-5%
7	CC(C)C#N	-4%	x	8%	x	x	20%	-8%
8	COc1ccc(C(=O)O)cc1OC	-91%[inhibitor]	x	32µM*	x	x	2%	18%
9	COCCn1cc(C(=O)N2CCC3(CC2)OCCO3)c2c3ccccc3n(C)c2c1=O	-33%	-10%	x	-7%	7%	x	7%
10	Cc1cc2c(C(F)(F)F)cc(=O)oc2c2c1NCCC2	0%	4%	2%	-10%	10%	u	0%
11	CCOC(=O)C1=Nc2ccccc2/C1=C\c1c(O)n(C)c(=O)n(C)c1=O	14%[10 µM]	-2%	7%	x	-10%[9.22 µM]	x	-4%
12	CCN(CC)c1ccc(/C=N/c2sc3c(c2C#N)C2CCN3CC2)c(O)c1	18%[10 µM]	-14%	116%[activator]	-13%	-13%	12%	-5%
13	Cc1cccc(-n2c(O)c(C=NC34CN5CN(CN(C5)C3)C4)c(=O)[nH]c2=O)c1	-2%[10 µM]	14%	2%	-7%	-5%	-6%	-12%
14	CCCCCCN=C(CC)c1c(O)n(CCCC)c(=O)[nH]c1=O	-25%	-7%	9%	-7%	u	42%[activator][38.3 µM]	-11%
15	CC1(C)C2([N+](=O)[O-])CN3CN(C2)CC1([N+](=O)[O-])C3	2%[10 µM]	u	3%	1%	10%	4%	4%
16	CC(=O)N1N=C(c2cccnc2)OC1c1ccccc1Cl (stereo unspecified)	7%[10 µM]	-3%	3%	x	-39%[9.22 µM]	x	-2%
17	CC(C)[C@@]1(NC(=O)[C@@H]2C[C@H]3c4cccc5[nH]cc(c45)C[C@@H]3N(C)C2)O[C@]2(O)[C@H]3CCCN3C(=O)CN2C1=O	-9%[40.3 µM]	x	3%[21.6 µM]	x	x	-1%	-20%[29.1 µM]
18	Cn1ccc(NC(=O)CCl)n1	-284%[inhibitor]	2%	-7%	7%	u	3%	4%
19	CC#CP(=O)(OC)C(O)(CF)c1ccccc1 (stereo unspecified)	x	-3%	3%	-7%	-11%	0%	1%
20	CCCN1CCCC2Cc3[nH]ncc3CC21 (stereo unspecified)	-29%	x	-4%&11%	x	4%	6%&-3%	-20%&7%
21	O=[N+]([O-])c1ccc(F)c([N+](=O)[O-])c1	9%	x	-25%	x	7%	10%	-6%
22	O=c1[nH]c(=O)n(Cc2ccco2)c(O)c1/C=N/N1CCCCC1	3%[10 µM]	u	41%[activator]	u	-8%	7%	1%
23	CCn1cc(C(=O)O)c(=O)c2ccc(C)nc21	12%	-5%&7%	12%	-14%[15.4 µM]	25%	-3%&17%&10%&14%&-1%&6%	-5%
24	N#Cc1cc2c(nc1SCC(=O)Nc1cc(Cl)ccc1Cl)C1CCN2CC1	21%[10 µM]	-6%	9%	11%	15%	5%	-2%
25	O=[N+]([O-])c1cccc(CN2CCN(Cc3ccc(Cl)cc3)CC2)c1	-19%	0%	4%	-3%	1%	16%	0%
26	CNCCc1ccc(OC)c(OC)c1	15%[10 µM]	-3%	14%	x	3%[9.22 µM]	x	1%
27	c1ccc(NNc2ccccc2)cc1	0%	x	10%	x	x	7%	-3%
28	CC(C)CN1CCN(Cc2ccc(F)cc2Cl)CC1CCO (stereo unspecified)	2%[10 µM]	-4%	0%	x	-17%[9.22 µM]	x	-3%
29	Cc1ccc(OCC(=O)N2CCN(C3CCC(c4ccccc4)CC3)CC2)cc1 (stereo unspecified)	32%[10 µM]	11%	1%	8%	3%[9.22 µM]	13%	-1%
30	CN(C)C1=NC(N(C)C)=NP(N(C)C)(N(C)C)=N1	5%	15%	-1%	-9%	6%[9.22 µM]	5%[38.3 µM]	-6%
31	Cc1cc(C(=O)CS(=O)(=O)c2ccc(F)cc2)cc(C)c1OC(=O)N(C)C	-25%[10 µM]	-5%	14%	-1%	-4%	2%	u
32	Cc1ccc(N2C(=O)NC(=O)/C(=C\c3ccc(N4CCOCC4)cc3)C2=O)cc1	x	-3%	55%[activator]	6%	-10%	-1%	-8%
33	CCOc1ccc(-n2c(O)c(N=Nc3ccc([N+](=O)[O-])cc3)c(=O)[nH]c2=O)cc1	6%	24%	-2%	10%	u	2%	4%
34	O=P(c1ccccc1)(c1ccccc1)N1CCCCC1	-5%	5%	x	-7%	-3%	x	1%
35	N#Cc1ccccc1Cn1cc(C(=O)C2CC2)c2ccccc21	-2%	-3%	-14%	1%	1%	25%[38.3 µM]	-2%
36	COc1ccccc1OCCCn1cc(C(=O)C2CC2)c2ccccc21	0%[10 µM]	5%	13%	-8%	-9%[9.22 µM]	23%	-1%
37	CCCCN1C(=O)/C(=C/c2ccc(N(C)C)cc2)C(=O)N(Cc2ccco2)C1=O	13%	-6%	157%[activator]	-6%	27%	-14%[38.3 µM]	-5%
38	COc1ccc(OC)c(C(c2c(O)c3ccccc3oc2=O)c2c(C)n(C)n(-c3ccccc3)c2=O)c1 (stereo unspecified)	-16%	5%	1%	-4%	-18%	1%	-9%
39	CCCN1CCc2cc(O)cc3c2C1Cc1ccc(O)c(O)c1-3 (stereo unspecified)	-13%	x	10%&-28%	x	x	17%&9%	-6%&-2%
40	COc1ccc(OC(=O)N(C)C)c(CN(C)C)c1	13%	5%	-1%	-2%	6%	13%[38.3 µM]	8%
41	c1cc2n(c1)-c1c(ccc3c1OCO3)CNC2c1ccc2c(c1)OCO2 (stereo unspecified)	23%[10 µM]	0%	-2%	0%	2%	33%[activator][38.3 µM]	u
42	C[C@@H]1O[C@@H](O[C@H]2C[C@@H](O)[C@]3(CO)[C@H]4[C@H](O)C[C@]5(C)[C@@H](C6COC(=O)C6)CC[C@]5(O)[C@@H]4CC[C@]3(O)C2)[C@H](O)[C@H](O)[C@H]1O (stereo partly specified)	x	6%	8%	1%[15.4 µM]	-5%	-4%	9%
43	CNCC(O)c1cccc(OC(=O)c2ccccc2C)c1 (stereo unspecified)	0%	10%	1%	-3%	u	-23%[38.3 µM]	-12%
44	c1cc2c(cc1[C@H]1OC[C@H]3[C@@H]1CO[C@@H]3c1ccc3c(c1)OCO3)OCO2	-15%[10 µM]	-3%	3%	x	6%[9.22 µM]	x	9%
45	Cc1cc(S(N)(=O)=O)ccc1N=Cc1c(O)n(-c2ccccc2)c(=O)[nH]c1=O	-35%[inhibitor]	-14%	6%	11%	12%[9.22 µM]	5%	-5%
46	CCCCSP(=O)(SCCCC)SCCCC	x	x	2%	x	x	-2%	-7%
47	O=C1CC(c2cccnc2)=NN1c1ccc(Cl)cc1Cl	-54%[inhibitor]	-5%	29%	1%	18%	39%[activator]	-6%
48	COc1ccc(C2=NCC(=O)N(CC(=O)NCc3ccco3)c3sc4c(c32)CCCC4)cc1OC	-10%[10 µM]	1%	-4%	4%	u	14%[38.3 µM]	-24%
49	O=c1[nH]c(=O)n(-c2cccc3ccccc23)c(O)c1/C=N/N1CCCCC1	7%[10 µM]	-25%	5%	x	-4%[9.22 µM]	x	7%
50	NC1(c2ccccc2Cl)CCCCC1=O (stereo unspecified)	-28%	x	8%	x	x	-12%	-11%

(next part)
entry	SMILES	HTT ATP protect	GAA glycogen	RGS12 GoLoco inh	GAA inhib	HTT aggregate	IMPase Li inh	aGlu spleen mod
51	O=C1CC2OCC=C3CN4CC[C@]56c7ccccc7N1[C@H]5[C@H]2C3C[C@H]46 (stereo partly specified)	-39%[inhibitor][1.9 µM]	x	1%	x	x	6%	1%&10%
52	COc1ccc(NC(=O)N2CCC3(CC2)OCCO3)cc1	6%[10 µM]	-14%	11%	6%	-5%[9.22 µM]	5%	0%
53	O=C(c1ccc(Cl)cc1)C1CCCN(Cc2ccon2)C1 (stereo unspecified)	-5%[10 µM]	17%	10%	14%	-9%[9.22 µM]	19%	0%
54	COc1ccc(OC)c(-n2c(O)c(C=NCc3ccc4c(c3)OCO4)c(=O)[nH]c2=O)c1	5%[0.074 µM]	-3%	29%	0%	15%	-8%[38.3 µM]	1%
55	O=c1[nH]c(=O)n(Cl)c(=O)n1Cl	14µM*	x	7%	x	2%	x	x
56	CCOC(=O)CBr	17%	x	0%	x	x	3%	-2%
57	C(=NC12CN3CN(CN(C3)C1)C2)c1cccnc1	-2%	9%	4%	3%	20%	4%[38.3 µM]	-6%
58	CC(=O)N1N=C(c2c(O)n(C)c(=O)n(C)c2=O)CC1c1ccccc1 (stereo unspecified)	5%[10 µM]	-8%	4%	x	-9%[9.22 µM]	x	2%
59	CNC(=O)O/N=C/C(C)(C)S(C)=O (stereo unspecified)	2%	x	14%	x	x	9%	1%
60	Cc1cccc(N2C(=O)NC(=O)/C(=C/c3ccc(-c4ccc(C(=O)O)c(Cl)c4)o3)C2=O)c1	-36%[inhibitor]	5%	4%	-5%	-26%	-10%	3%
61	C=CCN1CCC2(C)c3cc(O)ccc3CC1C2C (stereo unspecified)	2%	x	6%&-1%	x	x	7%&-4%	8%&-4%

Complete entries, quoted from the list. Screens in order: HTT ATP protect | GAA glycogen | RGS12 GoLoco inh | GAA inhib | HTT aggregate | IMPase Li inh | aGlu spleen mod
C(=NC12CN3CN(CN(C3)C1)C2)c1cccnc1 reads -2% | 9% | 4% | 3% | 20% | 4%[38.3 µM] | -6%
CNC(=O)O/N=C/C(C)(C)S(C)=O (stereo unspecified) reads 2% | x | 14% | x | x | 9% | 1%
C=CCN1CCC2(C)c3cc(O)ccc3CC1C2C (stereo unspecified) reads 2% | x | 6%&-1% | x | x | 7%&-4% | 8%&-4%
